p53ts 39C tox – p53ts cell cytotoxicity, nonpermissive temperature; AID 902; H1299-p53A138V viability at 39C, ATP luminescence, 24 h; hit rate 1.5% among 130,000; Potency, µM (doses to about 46.1 µM), for the others: top-dose activity change, negative = cell killing, usual class: cytotoxic; note: nearly all actives have a fitted effect of over 55% in size
p53ts 32C kill – cytotoxicity in p53ts cells at permissive temperature. H1299-p53A138V at 32C, ATP luminescence viability, 24 h. Potency, µM (doses to about 46.1 µM), inactives show top-dose activity change, negative = cytotoxicity, usual class: cytotoxic. hit rate 0.93% among 130,000. AID 924;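 note: 0% = DMSO and -100% = full killing by reference compound; nearly all actives have a fitted effect of over 55% in size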
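Cells: H1299 p53ts (A138V), 600/well, pre-incubated 16–30 h at 37C. Cpd up to 46 uM, 24 h, 32C. Readout: ATPlite luminescence, 20 min RT. Normalization: DMSO vs tamoxifen 100 uM. AC50 by Hill equation.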
Imprint erasure – induces erasure of genomic imprints in mouse ES cells. mouse ES Peg3-LacZ reporter, beta-gal luminescence, 40 h. Potency, µM (highest dose often 60.7 µM), for the others: at the highest dose activity change, positive = activation, most hits filed as activators. hit rate 0.02% among 110,000;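 note: 0% = negative control wells on the plate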
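Readout: BetaGlo luminescence (5 min, room temp) for LacZ from the normally silent maternal Peg3 allele in female Peg3LacZ-Neo ES cells. Cells 300/well, 40 h, 37C, 5% CO2. Data normalized per plate to negative controls.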
IkB signaling – inhibitors of IkB signaling in ABC-DLBCL cells; ABC-DLBCL IkBa-CBG/CBR dual luciferase ratio, 4 h; response scale: scaled: untreated 0%, proteasome inhibitor 100%; Potency, µM (highest dose often 57.1 µM), without a hit: at the top dose IkBa stabilization activation; hit rate 0.04% among 110,000; active = well fitted curve in the direction sought with a large enough effect in the signal ratio, not every such curve was filed as active; inconclusive = small, poorly fitted or top-dose-only effect, or a change in a side signal; the % refers to the signal ratio;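 note: the direction sought is a rising ratio; 0% = basal untreated cells and 100% = reference inhibitor full response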
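Luminescence ratio of IκBα-fused green versus native red beetle luciferase in OCI-Ly3 cells, 4 h post-doxycycline with compound; red signal alone, scaled from basal (0%) to zero light (-100%), flagged nonspecific or cytotoxic effects.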
An asterisk follows results filed as active; ? = inconclusive; / = not tested or not shown; [ ] = another dose, or the depositor's remark. Unless noted, calls come from the whole dose curve; as a rule, active = well fitted curve in the direction sought with a large enough effect; inconclusive = small, poorly fitted or top-dose-only effect, or another doubt; inactive = no such curve, though single readings can be large; an effect the other way counts as inactive or inconclusive. Unless noted, % is set by controls: 0 for no effect and ±100 for the full control effect; potency is the fitted concentration of half-maximal effect. Compounds as they come. About 1.7% of those tested had a hit in this group.

smiles	p53ts 39C tox	p53ts 32C kill	Imprint erasure	IkB signaling
CCOc1ccc(NC(=O)Cn2c(=O)n(-c3ccccc3)c(=O)c3ccc(C(=O)NCc4ccc5c(c4)OCO5)cc32)cc1	12.6µM*	?	-4.6%[10.9 µM]	5.0%
Cn1cccc1C(=O)N1CCC[C@@]2(CCN(Cc3cc(C(F)(F)F)cc(C(F)(F)F)c3)C2)C1	-17.7%	-9.2%	/	0.4%[11.4 µM]
O=C(c1cccs1)N1CCC(c2ccccc2)C1 (stereo unspecified)	-26.9%	-22.4%	-36.2%[inhibitor]	?
O=C(O)C1CCCN1S(=O)(=O)c1ccc2[nH]c(=O)c(=O)[nH]c2c1 (stereo unspecified)	9.2%	0.7%	7.9%	-0.7%
COc1cc(CN2CCSCC2)cc(OC)c1OC	7.7%	3.9%	/	/
Cc1ccc(NS(=O)(=O)c2ccc3c(c2)c(=O)n(C)c(=O)n3C)cc1F	-17.4%	?	-12.2%	1.8%
Cc1ccc(Nc2c(-c3ccco3)nc3ccc(C)cn23)cc1	-5.7%	4.8%	-13.0%[10.9 µM]	4.8%
COC(=O)c1ccc(NC(=O)CNC(=O)C2CCCCC2)c(C)c1	11.5%	-3.5%	0.5%	1.0%
CC1CCCC(C)N1C(=O)c1cc(F)c(F)cc1Cl (stereo unspecified)	8.1%	-1.5%	-5.3%	0.6%
COCCNC(=O)CSc1nc(-c2ccccc2C)nc2c1c(=O)n(C)c(=O)n2C	16.8%	10.1%	6.3%[10.9 µM]	?
COc1ccccc1C(=O)N1CCN(S(=O)(=O)c2ccccc2)CC1	1.1%	11.1%	-8.9%	1.4%
CCOc1cc(N2CCOCC2)c(OCC)cc1NC(=O)CN1CCc2ccccc2C1	-8.8%	11.9%	-18.3%	3.7%
CCOC(=O)c1nn(-c2ccc3c(c2)OCO3)cc1O	?	?	-58.6%[inhibitor]	-0.2%
CS(=O)(=O)N1CCc2cc(C(=O)N3CCOCC3)ccc21	4.0%	6.0%	-7.4%	0.2%
Cc1noc(C)c1C(=O)OCC(=O)NC(=O)NC12CC3CC(CC(C3)C1)C2	-5.8%	-7.5%	-1.1%	1.9%
CCN(CC)c1ccc(CNC23CN4CN(CN(C4)C2)C3)cc1	-2.6%	3.5%	-9.7%	2.4%
C[N+](C)(C)CCCCCC[N+](C)(C)C	-10.3%	-9.3%	-7.3%	0.9%[25.6 µM]
CC(C)c1ccc(C(=O)Nc2cccc3cccnc23)cc1	-15.1%	?	-12.9%[10.9 µM]	-2.6%
Cc1ccc(-n2c(=O)c3ccc(C(=O)NCc4ccco4)cc3n(Cc3cccc(Cl)c3)c2=O)cc1	30.8%[activator]	2.1%	10.9%[10.9 µM]	-1.8%
Cc1onc(-c2ccccc2Cl)c1C(=O)N1CCN(C(=O)c2ccco2)CC1	7.2%	0.3%	2.8%	3.5%
CCCn1c(N2CCN(C(=O)N3CCCCC3)CC2)nc2ccccc21	0.2%	-3.6%	-6.0%	0.7%
O=C(c1ccc(F)cc1)C(CN1CCOCC1)c1ccccc1 (stereo unspecified)	?	?	-30.5%[inhibitor]	?
CCOC(=O)c1cccc(NC(=O)CC2C(=O)N(c3ccc(F)cc3)C(=O)N2C(C)C)c1 (stereo unspecified)	-5.9%	8.1%	14.4%[10.9 µM]	?
CCCCCCN=CC1=C(O)C(C(=O)OC)C(C)(C)CC1=O (stereo unspecified)	0.2%	-1.3%	-4.5%	-1.8%
FC(F)(F)C(Oc1nc(Nc2ccc(Cl)cc2)nc(N2CCOCC2)n1)C(F)(F)F	-3.9%	9.6%	/	/

The last two records of the part before lead into the next:
smiles	p53ts 39C tox	p53ts 32C kill	Imprint erasure	IkB signaling
CCCCCCN=CC1=C(O)C(C(=O)OC)C(C)(C)CC1=O (stereo unspecified)	0.2%	-1.3%	-4.5%	-1.8%
FC(F)(F)C(Oc1nc(Nc2ccc(Cl)cc2)nc(N2CCOCC2)n1)C(F)(F)F	-3.9%	9.6%	/	/
CCOC(=O)N1CCc2c(sc3c2c(=O)n(-c2ccc(CC)cc2)c(=O)n3Cc2cccc(OC)c2)C1	5.6%	3.7%	-7.0%[10.9 µM]	?
COC(=O)N1CCC2(CCCN(C(=O)Nc3ccccc3)C2)CC1	0.7%	-3.9%	/	0.2%[11.4 µM]
Cc1ccc(CSc2nnc3[nH]c(=O)cc(C)n23)cc1	8.8%	12.7%	8.4%[10.9 µM]	-3.3%
COc1ccc(CCCc2nnc(SCC(=O)Nc3cccc(C)c3)o2)cc1	-11.4%	0.5%	4.4%[10.9 µM]	?
Cc1ccn2c(=O)cc(CSc3nnc(C)s3)nc2c1	-2.6%	6.7%	-3.7%[10.9 µM]	0.0%
CCCCCC(=O)Nc1ccc2oc(-c3cccnc3)nc2c1	1.7%	-3.7%	-28.1%	-2.4%
Cc1ccc(N(Cc2ccccc2)Cc2ccccc2)cc1	-2.4%[9.22 µM]	-3.7%[9.22 µM]	-14.0%[10.9 µM]	-1.0%[11.4 µM]
CCC1CCCCN1CCCNC(=O)c1ccc(CS(=O)(=O)Cc2ccccc2F)o1 (stereo unspecified)	-2.4%	-12.6%	-11.5%	3.0%
CCCn1cnc2cc(NCc3ccccc3OCC)ccc21	-1.2%	-5.6%	-4.7%[10.9 µM]	7.4%
COC(=O)C1=C(C)NC(=O)NC1C1CC=CCC1 (stereo unspecified)	16.9%	-1.1%	-9.3%	-0.7%
CC1(C)Oc2cc3c(cc2O1)OC(C)(C)O3	7.0%[9.22 µM]	-6.4%[9.22 µM]	/	/
CCOc1ccc(-n2cc(C(=O)NCc3ccco3)c3cc(OC)c(OC)cc3c2=O)cc1	?	?	-5.6%	1.7%
COc1cc(CNCCCSc2nnnn2C)cc(Br)c1OC	-5.5%	-3.3%	-10.4%[10.9 µM]	?
Cc1ccc(Nc2c3c(nc4ccccc24)CCC3)cc1F	-25.4%	-10.3%	-12.7%[10.9 µM]	?
COc1ccc(NC(=O)c2c(C)oc3ccc(O)c(CN4CCOCC4)c23)cc1	12.0%	10.8%	15.9%[10.9 µM]	?
Cc1cccc(N2CCN(S(=O)(=O)c3ccc4c(c3)CCN4C(=O)CCC(=O)O)CC2)c1C	-10.1%	5.1%	-3.3%	-0.2%
COCCCN1C(=O)c2oc3ccccc3c(=O)c2C12C(=O)N(C)c1ccccc12 (stereo unspecified)	6.5%	6.9%	10.1%[10.9 µM]	2.9%
O=C(c1ccccc1Br)N1CCN(c2ccccc2)CC1	5.8%	6.8%	-2.4%	0.1%
O=C(NCCc1ccco1)c1nn(Cc2ccccc2)c(=O)c2ccccc12	0.9%	13.7%	-19.3%	?
CC(C)NC(=O)NS(=O)(=O)c1cnccc1N1CCCCC1	3.7%	0.4%	/	/
O=c1oc2ccccc2c(N2CCCCC2)c1CN1CCCCC1	7.6%	6.1%	-4.7%	?
CS(=O)(=O)N1CCN(C(=O)c2cc(-c3cccs3)nc3ccccc23)CC1	-14.7%	-24.0%	2.4%	3.1%
O=C(CCC(=O)c1cccs1)OCc1nc2ccccc2s1	5.2%	-0.1%	-7.9%	1.7%
COc1ccccc1C(=O)n1nc(-c2cccnc2)nc1N	-6.0%	4.4%	-7.8%	2.8%
O=C(NC1CCCCC1)c1ccc2c(c1)N(Cc1cccc(Cl)c1)C(=O)c1ccccc1S2(=O)=O	7.0%	1.9%	-12.1%[10.9 µM]	0.1%

Carrying on.
canonical_smiles | p53ts 39C tox | p53ts 32C kill | Imprint erasure | IkB signaling
CCCOCC1CC2(CC(C)(c3csc(N)n3)OC2=O)C(=O)O1 (stereo unspecified) | 9.7% | 15.1% | / | /
O=C(c1cccs1)N(Cc1ccco1)c1nc(-c2ccc(F)cc2)cs1 | -0.6% | 2.8% | / | /
Cc1cc(S(=O)(=O)Nc2ccc3oc4c(c3c2)CCCC4)ccc1Cl | ? | ? | -19.8%[10.9 µM] | ?
COc1ccc(CCN2CCC(CNC(=O)c3cnn(-c4ccccc4)c3C3CCN(C(=O)OC(C)(C)C)CC3)CC2)cc1 | 12.6µM* | -8.9% | -10.0%[10.9 µM] | ?
Cc1ccc2oc(=O)c3cc(C(=O)Nc4cccc(C#N)c4)sc3c2c1 | -16.3% | 1.3% | -7.7%[10.9 µM] | 0.5%
Cc1cc(C)c(Cn2c(=O)n(CCCCC(=O)NCc3ccccc3Cl)c(=O)c3ccccc32)c(C)c1 | 16.5% | 6.4% | 8.4%[10.9 µM] | -2.0%
CCOCCCNC(=O)N[C@@H](Cc1ccccc1)C(=O)OC | 2.2% | -3.7% | -2.9% | 3.3%
C=CCN(CC=C)S(=O)(=O)c1ccc(NC(=O)COc2ccccc2OC)cc1 | -21.9% | -9.1% | / | /
COc1cccc(NC(=O)CN2C(=O)C3(SCC(=O)N3c3cc(C)cc(C)c3)c3ccccc32)c1 (stereo unspecified) | 26.3% | 8.9% | 9.4%[10.9 µM] | ?
Cc1cc(=O)[nH]c2c1c(=O)[nH]n2C1CC(C)N(C)CC1C (stereo unspecified) | -2.8% | -5.2% | -6.2% | -0.6%
Cc1ccc(S(=O)(=O)NCCC(=O)Nc2ccc3c(c2)OCO3)cc1 | 3.2% | 2.1% | -3.7% | 0.4%
CC(C)Oc1ccc(C2CC(=O)NC3=C2C(=O)CCC3)cc1 (stereo unspecified) | 4.1% | -13.3% | -4.1% | 3.8%
COc1ccccc1CNC(=O)c1ccc(-c2nc(CS(=O)(=O)c3ccc(C)cc3)c(C)o2)cc1 | 9.7% | 2.5% | 11.4%[10.9 µM] | ?
CCN(C(=O)c1ccc2c(c1)N(Cc1cccc(Cl)c1)C(=O)c1ccccc1S2=O)c1ccccc1 (stereo unspecified) | -21.2% | 28.4% | -21.1%[10.9 µM] | 8.8%
COCCCn1c(=N)c(C(=O)NCC2CCCO2)cc2c(=O)n3ccccc3nc21 (stereo unspecified) | 2.5% | 3.4% | -4.5% | 0.1%
COc1ccc(Cn2c(=O)n(-c3ccc(F)c(Cl)c3)c(=O)c3c2c2cc(OC)ccc2n3C)cc1 | 12.9% | 2.7% | 7.0%[10.9 µM] | -0.3%
Cc1ccc(S(=O)(=O)Nc2ccccc2C(=O)c2ccc(C)c(C)c2)cc1 | 14.4%[9.22 µM] | -8.0%[9.22 µM] | -20.6%[10.9 µM] | ?
Cc1ccc(S(=O)(=O)N(CC(=O)NCCSc2ccc(Cl)cc2)c2ccccc2C)cc1 | 16.0% | -0.2% | -6.1%[10.9 µM] | ?
COc1ccc(-c2noc(CCC(=O)N3CCN(c4cccc(C(F)(F)F)c4)CC3)n2)cc1 | -3.2% | -0.2% | -8.9% | ?
C/C=C/C1Oc2ccc(OC)cc2N2C(=O)C(C)C(OCOC)C12 (stereo unspecified) | 7.3%[9.22 µM] | 9.2%[9.22 µM] | / | /
COc1cccc(CNC(=O)C2CCN(c3cnccn3)CC2)c1 | 6.9% | 7.4% | 3.0% | -0.2%
Oc1c(C(c2ccccc2)N2CCN(Cc3ccccc3)CC2)sc2nc(-c3ccco3)nn12 (stereo unspecified) | 19.3% | 0.9% | 11.8%[10.9 µM] | -3.1%
O=C(CSCSCC(=O)Nc1ccc2c(c1)OCO2)Nc1ccc2c(c1)OCO2 | -13.7% | -13.9% | 3.3% | 0.0%
CC(=O)Nc1cccc(NC(=O)c2cc(C)on2)c1 | 4.4% | 5.0% | -26.9% | 5.3%
Cc1cccc(-n2nnc(-c3nc(-c4cccs4)no3)c2N)c1 | -24.8% | 5.3% | -11.5%[10.9 µM] | -0.8%

As entered above.
Under p53ts 32C kill, `O=C(CSCSCC(=O)Nc1ccc2c(c1)OCO2)Nc1ccc2c(c1)OCO2` is listed with -13.9%
Under IkB signaling, `Oc1c(C(c2ccccc2)N2CCN(Cc3ccccc3)CC2)sc2nc(-c3ccco3)nn12` (stereo unspecified) is listed with -3.1%
Under IkB signaling, `Cc1cccc(-n2nnc(-c3nc(-c4cccs4)no3)c2N)c1` is listed with -0.8%

Source: PubChem BioAssay
